Pyk2 oligo antag – blocks oligomerization of human Pyk2 in cells; Q14289; Q293 cells, Pyk2 FERM NanoBiT luminescence; hits give low values; z-score (the deposit names both 25 µM and 10 µM); 99,000 tested, 0.83% active; AID 1347419;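 active means Z-score of -3 or lower, scaled per plate to the spread of control and sample wells; inactive means z-score above -3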;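 further: negative z-score means lost luminescence so less FERM oligomerization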
Ecoli WT expand – growth inhibitors of E. coli BW25113 wild type | OD600 absorbance | growth inhibition, % at 100 µM | 98,000 tested, 0.15% active | AID 710;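 active means growth inhibition above about 50% at one test dose, limit read from the data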;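 further: growth measured after 20 h incubation at 37 °C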
PostGolgi yeast – growth inhibition of a yeast mutant, post-Golgi transport screen. post-Golgi transport phenotypic cell assay. inhibition, % at 10 µM. 98,000 tested, 0.9% active;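 further: yeast cells grown in 1536-well plates; yeast grown about 18 h at 30C before absorbance read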
PTPN22 act – increases human PTPN22 phosphatase activity; Q9Y2R2; recombinant LYP, DiFMUP fluorescence; 0 = plate median, 100 = signal doubled; activation, % at 2 µM; 96,000 tested, 0.11% active; AID 697;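 active means activation at 2 µM above a set limit, the mean plus 5 SD, cut at about 37% in these data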
Target sequence (Q9Y2R2 whole entry, looked up): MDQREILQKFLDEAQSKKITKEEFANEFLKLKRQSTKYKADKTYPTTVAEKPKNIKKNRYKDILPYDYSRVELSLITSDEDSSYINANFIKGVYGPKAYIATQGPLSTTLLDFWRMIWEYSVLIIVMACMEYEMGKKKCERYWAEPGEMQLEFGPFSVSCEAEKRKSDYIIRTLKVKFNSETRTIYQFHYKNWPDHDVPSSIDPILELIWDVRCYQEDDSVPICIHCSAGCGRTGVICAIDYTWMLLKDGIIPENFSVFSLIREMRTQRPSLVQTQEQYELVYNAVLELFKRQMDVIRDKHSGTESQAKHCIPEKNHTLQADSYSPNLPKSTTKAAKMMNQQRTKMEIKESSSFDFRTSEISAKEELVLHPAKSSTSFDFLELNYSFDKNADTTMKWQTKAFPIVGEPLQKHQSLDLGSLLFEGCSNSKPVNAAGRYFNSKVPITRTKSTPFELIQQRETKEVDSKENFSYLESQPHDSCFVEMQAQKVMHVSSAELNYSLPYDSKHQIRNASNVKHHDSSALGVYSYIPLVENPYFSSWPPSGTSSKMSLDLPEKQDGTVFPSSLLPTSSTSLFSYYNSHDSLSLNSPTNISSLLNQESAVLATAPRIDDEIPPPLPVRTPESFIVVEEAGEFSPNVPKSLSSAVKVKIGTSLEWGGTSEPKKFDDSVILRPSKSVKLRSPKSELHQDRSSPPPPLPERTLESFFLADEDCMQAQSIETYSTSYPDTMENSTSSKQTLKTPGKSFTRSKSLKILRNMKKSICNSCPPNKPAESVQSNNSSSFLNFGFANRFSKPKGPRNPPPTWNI
PTPN22 inh 2 – LYP (human) phosphatase inhibition; recombinant LYP catalytic domain, DiFMUP fluorescence; inhibition, % at 2 µM; Q9Y2R2; 96,000 tested, 0.21% active;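 active means inhibition at 2 µM at or above a set limit, the screen mean plus 3 SD, cut at about 24% in these data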;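 further: 0% = DMSO with enzyme and 100% = enzyme fully blocked by orthovanadate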
PostGolgi ctrl – yeast control strain growth, post-Golgi counter-screen; AID 738; inhibition, % at 10 µM; 98,000 tested, 5% active; efflux-deficient yeast background strain, growth absorbance A615, 16 h
CYP2C9 inhib – inhibitors of human CYP2C9; P11712; CYP2C9 Supersomes, luciferin-H conversion, luminescence; inhibition, % at 5 µM; 96,000 tested, 20% active;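 active means blocking of liver enzyme CYP2C9 beyond about 50% at 5 µM, limit read from the data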; further: values of inactives mirror those of a sister screen read the other way
CYP2C9 activ – CYP2C9 (human) activation; activation factor at 5 µM; P11712; 96,000 tested, 1.4% active; recombinant CYP2C9, luciferin-H conversion, luminescence; hits give high values; factor 1 = untreated enzyme, 0 = blocked;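 active means activation factor of 2 or more for CYP2C9 at a 5 µM dose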;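 further: 0 = sulfaphenazole-blocked wells and 1 = vehicle-only wells; values of inactives mirror those of a sister screen read the other way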
DAT uptake mod – modulates human dopamine transporter uptake under cocaine. LLC-PK1 hDAT cells, [14C]-dopamine uptake with cocaine IC80; actives deviate in either direction. B-score at 10 µM. 110,000 tested, 1.3% active. AID 449768;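 active means Z score or B-score, a plate-position-corrected score, falls beyond the plate's 99.7% confidence bounds, in either direction; inactive means both scores lie inside the 99.7% bounds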;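 further: scored against the spread of the other compound wells on the same plate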
Starred values were filed as active, the others as inactive; . = not tested or not shown. Unless noted, no stated cut-off is given here; in the data, active means inhibition above about 30%; inactive means the rest. No enrichment for hits, and some 24% of all compounds hit somewhere here.

Second line of a record – Pyk2 oligo antag	Ecoli WT expand	PostGolgi yeast	PTPN22 act	PTPN22 inh 2	PostGolgi ctrl	CYP2C9 inhib	CYP2C9 activ	DAT uptake mod
1. COc1ccc(C(=O)NN(C)c2nc(-c3ccccc3)cc(C)c2S(C)(=O)=O)cc1
  0.13	-8	-2	3	-1	12	13	0.9	0.085
2. Cc1ccc(S(=O)(=O)N2CCC(C(=O)N3CCC[C@H]3C(=O)NCc3ccco3)CC2)cc1
  1.8	-1	-11	.	.	5	-5	1.1	-0.011
3. COc1ccc(NC(=O)CNS(=O)(=O)c2ccccc2)cc1Cl
  1.4	3	18	0	-3	1	-60	1.6	-0.79
4. O=C(Nc1ccc2c(c1)OCO2)C(c1ccc(Cl)cc1)N1CCC2(CC1)OCCO2 (centres undefined)
  -1.3	-12	1	4	-5	18	45	0.5	-0.051
5. C/C(NCC(C)(C)CN(C)C)=C(/C#N)C(=O)NCc1ccccc1
  0.07	-2	3	0	-1	6	8	0.9	-1.1
6. O=C(Nc1ccccc1C(=O)O)c1ccc(NC(=O)c2ccc(Br)o2)cc1
  -2.9	-7	1	6	-4	-3	78*	0.2	1.1
7. O=C(Cc1ccccc1)Nc1ccc(C(=O)O)cc1
  0.54	.	.	6	-5	.	.	.	0.0089
8. COCC(=O)Nc1ccc(N(C)C)cc1
  0.7	5	0	-6	6	-2	-3	1	-0.87
9. CCc1[nH]nc2c1C(Cc1ccccc1)C(C#N)=C(N)O2 (centres undefined)
  0.65	-3	-1	-1	2	29	14	0.9	-0.62
10. Cc1ccc(-c2csc3ncnc(OCC(=O)NC(=O)NCc4ccco4)c23)cc1
  -0.15	-2	17	.	.	2	49	0.5	0.67
11. O=C(CCl)Nc1cccc(-c2cnc3ccccc3n2)c1
  0.35	-4	25	0	-1	6	-31	1.3	-0.25
12. COc1cc(C(=O)Nc2ccc(-c3nc4cc(C)ccc4o3)c(O)c2)cc(OC)c1OC
  -0.63	-18	-6	3	-4	8	31	0.7	-0.57
13. CCC(Sc1nc2n[nH]c(C)c2c(=N)n1-c1cccc(Cl)c1C)C(=O)N(CC)CC (centres undefined)
  -3*	-3	-6	-7	5	-3	59*	0.4	1.3
14. CCC(C(=O)NCc1ccco1)N(C(=O)CNS(=O)(=O)c1ccc(C)cc1)c1ccccc1OC (centres undefined)
  0.49	-2	-9	-5	3	1	13	0.9	1.1
15. COc1ccc(-n2c(SCC(=O)N3CCCC(C)C3)nnc2-c2cccnc2)cc1 (centres undefined)
  -0.03	3	23	-10	8	1	21	0.8	0.62
16. CN(C)S(=O)(=O)N(Cc1ccc(Br)cc1)c1ccccc1
  1.1	8	15	-1	1	13	42	0.6	-0.48
17. COc1ccc(C2C3=C(N=C4SCC(=O)N42)c2ccccc2CC3)cc1 (centres undefined)
  -0.44	-5	13	4	-4	19	91*	0.1	0.048
18. N#Cc1c(N)nc(N2CCCC2)c(C#N)c1-c1ccc(Cl)cc1
  -2.2	-3	-3	.	.	4	-9	1.1	-0.78
19. CCOC(=O)COc1c(-c2ccc(OC)cc2)oc2ccccc2c1=O
  -1.1	.	.	-14	11	.	.	.	-0.21
20. N#CC1=C(Nc2ccccc2)SC=C(c2ccc(Br)cc2)N=C1N1CCOCC1
  -0.74	-2	20	-1	3	3	-20	1.2	-6.2*
21. COc1ccc(C(=O)N2CCCCC2)cc1S(=O)(=O)Nc1cccc(C(=O)O)c1
  -0.04	.	.	5	-5	.	.	.	-1.3
22. Cc1ccc(C(=O)CC2(O)C(=O)N(C)c3ccc(Br)cc32)c(C)c1 (centres undefined)
  .	4	-3	1	-4	13	55*	0.4	-1
23. O=C(NCCCN1CCCC1=O)Nc1ccc(F)c(Cl)c1
  0.8	27	-14	-2	4	4	7	0.9	-0.056
24. Cc1ccccc1OCc1nnc(SCC(=O)Nc2ccc(N3CCOCC3)c(Cl)c2)n1C
  -1.8	-17	3	0	-3	21	23	0.8	-0.023
25. Cc1nonc1OCC(C)(COc1nonc1C)NC(=O)c1ccccc1
  1.3	.	.	-2	0	.	.	.	0.042
26. Cc1ccnc(NC(=O)c2cccs2)c1
  -0.45	1	-7	-1	-2	15	15	0.9	0.25
27. CCOC(=O)C1CCN(c2c(Nc3ccc4c(c3)OCCO4)c(=O)c2=O)CC1
  .	8	2	0	-1	16	17	0.8	-0.53
28. O=C1CNC(=O)/C1=C/c1ccc(O)cc1
  1.9	5	-3	2	1	1	3	1	0.08
29. CCOC(=O)C1C(=O)NC(SCC(=O)Nc2nccs2)=C(C#N)C1c1ccccc1OCC (centres undefined)
  -2	-6	2	-4	4	0	.	.	1.3
30. CCOP(=O)(c1c(F)c(F)c(F)c(F)c1F)C1(O)CCCCC1 (centres undefined)
  1.4	-3	3	2	-2	3	-14	1.1	-0.46
31. CCOC(=O)COc1ncn(-c2ccccc2)n1
  -0.07	4	-1	-9	9	8	-6	1.1	-0.2
32. N=c1nc(-c2ccccc2)ccn1O
  0.01	12	11	-10	10	0	31	0.7	1.2
33. COc1ccc(C(=O)CN2C(=O)NC(C)(c3ccccc3)C2=O)cc1OC (centres undefined)
  0.09	-5	-8	3	1	5	16	0.8	0.19
34. Cc1ccccc1C(=O)N1CCC(C(=O)Nc2cccc(F)c2)CC1
  2	7	3	-1	-1	-6	51*	0.5	-0.96
35. CC(=O)N1CCN(CCN=CC2=C(O)CC(c3cccs3)CC2=O)CC1 (centres undefined)
  -0.13	-4	2	-9	9	4	-15	1.2	-0.55
36. Cc1cc(Cl)ccc1OC(C)c1nnc(N)s1 (centres undefined)
  -0.22	4	0	0	4	-3	-1	1	-0.2
37. O=C(O)c1ccc2c(=O)[nH]c(CN3CCOCC3)nc2c1
  0.55	1	0	0	2	-3	6	0.9	.
38. CCOc1cc2c(cc1OC)C(NC(=O)C(F)(F)F)CC2=O (centres undefined)
  1.5	4	-5	.	.	-6	-16	1.2	-0.048
39. O=C(NCCc1ccccc1)C1CCCN1C(=O)NCc1ccccc1 (centres undefined)
  -0.5	-4	11	1	-2	17	1	1	-0.91
40. CCC(Sc1nc(=O)cc(N)n1-c1cccc(C)c1)C(=O)Nc1cc(C)on1 (centres undefined)
  -2.4	2	-1	1	-2	18	-9	1.1	0.99
41. Cc1cc2ncn(-c3ncnc4sc(C)c(C)c34)c2cc1C
  -0.72	6	-5	4	-9	26	83*	0.2	0.45
42. COc1ccc(S(=O)(=O)N(CC(=O)N2CCOCC2)c2cc(Cl)ccc2OC)cc1OC
  0	-3	2	.	.	4	33	0.7	-0.19
43. CSc1cccc(NC(=O)CN(C)S(=O)(=O)c2ccc(C)cc2)c1
  -0.19	-23	-1	3	-3	1	-18	1.2	1.7
44. Cc1ccc(NC(=O)CCn2cccc2)cc1F
  -0.17	9	18	-5	6	3	61*	0.4	0.18
45. CCCNC(=O)CN(Cc1ccccc1F)S(=O)(=O)c1ccc(C)cc1
  -0.44	9	2	16	-20	3	74*	0.3	0.072
46. O=C(NCCO)c1ccc2nc(-c3ccco3)c(-c3ccco3)nc2c1
  -1.2	1	-12	-4	7	2	3	1	-0.68
47. O=C(N1CCOCC1)N1CCN(c2nc(-c3ccc(F)cc3)cs2)CC1
  0.15	-14	-10	-3	-1	3	-2	1	1.8
48. CC(=O)Nc1nc(C)nc(C)c1C(C)=O
  0.19	-7	-12	-12	10	-4	-1	1	-0.14
49. COc1ccc(OC)c(NC(=O)C2CCN(c3ncccn3)CC2)c1
  -0.49	-5	-4	-8	8	9	-18	1.2	-0.012
50. O=C(c1cc(-c2ccc(F)cc2)on1)N1CCCC1
  -2.1	3	-6	-1	-2	6	4	1	.
51. COc1ccc(OCC(O)CN2CCCCC2)cc1 (centres undefined)
  .	6	2	3	-6	4	33	0.7	0.0057
52. O=C(Nc1nnc(SCc2ccccc2)s1)c1cccs1
  -0.44	-16	-10	12	-8	6	18	0.8	-0.09
53. Cc1nnsc1NC(=O)OCc1ccccc1Cl
  0.65	5	5	-3	7	6	28	0.7	0.068
54. CCOc1ccccc1-n1c(COc2ccc(C)cc2)nnc1SCC(N)=O
  -0.18	-6	-7	3	-5	2	17	0.8	.
55. CC(C)(C)N1CC(COc2ccccc2)OC1=O (centres undefined)
  -0.11	7	10	-6	2	9	19	0.8	-8.9*
56. O=C(CSc1nnc(-c2cccnc2)n1-c1ccccc1)Nc1ccccn1
  -0.34	2	-6	-4	1	11	-8	1.1	0.18
57. CCOCC(=O)Nc1nnc(Cc2ccc(OC)c(OC)c2)s1
  -0.17	-8	23	0	1	1	-36	1.4	-0.66
58. CCCN1C(=O)/C(=C/c2ccco2)SC1=Nc1ccc(OC)cc1
  -1.3	-5	-5	6	-9	6	28	0.7	0.72
59. CCOc1ccc(CC(=O)OCN2C(=O)c3ccccc3C2=O)cc1
  0.22	4	14	10	-9	12	-24	1.2	-0.49
60. CC(=O)Nc1c(Br)cc(N2C(=O)CCC2=O)cc1Br
  -0.27	.	.	-7	8	.	.	.	-0.63

Remaining list, next part:
Second line of a record – Pyk2 oligo antag	Ecoli WT expand	PostGolgi yeast	PTPN22 act	PTPN22 inh 2	PostGolgi ctrl	CYP2C9 inhib	CYP2C9 activ	DAT uptake mod
61. NC(=O)CS(=O)(=O)c1nc2ccccc2n1CC(=O)N1CCCCC1
  1.4	4	3	-8	7	4	-25	1.2	-0.51
62. COc1cccc(C(=O)Nc2nc(-c3ccc(S(=O)(=O)N4CCOCC4)cc3)cs2)c1
  -3.3*	-11	16	-1	0	3	83*	0.2	0.68
63. Cc1ccc(Oc2nsnc2N2CCOCC2)cc1
  0.37	3	4	4	-7	9	-1	1	0.55
64. CCOC(=O)C1CCN(S(=O)(=O)c2cc(Cl)c(C)cc2OC)CC1
  -0.05	-9	1	6	-6	5	3	1	-0.59

3 of the compounds above, as labelled records.
[63] Cc1ccc(Oc2nsnc2N2CCOCC2)cc1
  Pyk2 oligo antag = 0.37	Ecoli WT expand = 3	PostGolgi yeast = 4	PTPN22 act = 4	PTPN22 inh 2 = -7	PostGolgi ctrl = 9	CYP2C9 inhib = -1	CYP2C9 activ = 1	DAT uptake mod = 0.55
[64] CCOC(=O)C1CCN(S(=O)(=O)c2cc(Cl)c(C)cc2OC)CC1
  Pyk2 oligo antag = -0.05	Ecoli WT expand = -9	PostGolgi yeast = 1	PTPN22 act = 6	PTPN22 inh 2 = -6	PostGolgi ctrl = 5	CYP2C9 inhib = 3	CYP2C9 activ = 1	DAT uptake mod = -0.59
[62] COc1cccc(C(=O)Nc2nc(-c3ccc(S(=O)(=O)N4CCOCC4)cc3)cs2)c1
  Pyk2 oligo antag = -3.3*	Ecoli WT expand = -11	PostGolgi yeast = 16	PTPN22 act = -1	PTPN22 inh 2 = 0	PostGolgi ctrl = 3	CYP2C9 inhib = 83*	CYP2C9 activ = 0.2	DAT uptake mod = 0.68
